From PubChem
C8 TRAIL sens: sensitizes caspase-8 expressing cells to TRAIL | NB7+C8 cells + TRAIL, ATPlite viability luminescence | inhibition (viability loss, TRAIL sensitization), % at 10 µM | 1% of 360,000 active | AID 624354;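 active = compounds causing at least 50% loss of cell viability in the single-dose screen, relative to plate controls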
Shn3 3UTR inh: reduces Shn3 3'UTR luciferase signal in osteoblasts; AID 588674; 0.52% of 360,000 active; Clone20 osteoblast Shn3 3'UTR firefly luciferase, 24 h; inhibition, % at 12.5 µM;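 active = mean inhibition of at least 75% with every replicate also reaching 75%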;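 note: 0% = median of neutral control wells and 100% = pilot-screen positive control compound; some compounds past the cut are filed as inactive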
NR2E3 ag-1: NR2E3 (human) agonism. GST-NR2E3/biotin-RetCOR TR-FRET, 1536-well. inhibition of corepressor binding, % at 4.78 µM. Q9Y5X4. 0.12% of 320,000 active. AID 2300;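 active = percent inhibition above the cutoff of mean plus 3 SD of all tested compounds, set per screening campaign, cut at about 20% in these data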;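 note: 0% = DMSO wells and 100% = biotin wells as full block of FRET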
Target sequence (Q9Y5X4 whole entry, looked up): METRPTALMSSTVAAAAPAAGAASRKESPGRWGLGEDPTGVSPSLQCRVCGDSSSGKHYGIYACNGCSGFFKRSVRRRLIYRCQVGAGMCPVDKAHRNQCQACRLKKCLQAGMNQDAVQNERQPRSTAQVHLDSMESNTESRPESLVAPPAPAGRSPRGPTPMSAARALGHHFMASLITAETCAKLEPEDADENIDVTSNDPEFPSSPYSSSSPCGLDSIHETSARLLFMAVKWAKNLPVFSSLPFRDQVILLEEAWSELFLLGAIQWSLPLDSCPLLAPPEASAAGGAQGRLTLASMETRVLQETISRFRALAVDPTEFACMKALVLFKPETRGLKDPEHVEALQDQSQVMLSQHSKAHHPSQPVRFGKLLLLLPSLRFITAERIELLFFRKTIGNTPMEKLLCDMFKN
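Material: NR2E3–RetCOR corepressor complex | Quantity: 1.35 nM GST-tagged NR2E3 final | Schedule: 5 h at 4 °C | Replication: Singlicate compound wells | Reagent: RetCOR corepressor, biotinylated, 7 nM | Controls: Biotin wells as high control, 0.6% DMSO wells as low control | Signal: TR-FRET, Eu(K)-anti-GST donor, streptavidin-D2 acceptor, ex 340, em 617/671 nm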
CF NFkB inh: blocks PAF-induced NF-kB reporter in cystic fibrosis cells; KKLEB NF-kB-GFP reporter, GFP fluorescence overnight; inhibition, % at 5 µM; 0.86% of 360,000 active;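 active = at least 50% inhibition at 5 µM, scaled per plate between neutral and stimulator controls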;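 note: PAF is a Pseudomonas aeruginosa culture filtrate used as stimulus; plate controls were PAF-stimulated DMSO wells for no effect and unstimulated DMSO wells for full effect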
HIF-2a block: blocks HIF-2a reporter activity; 786-0 RCC cells HIF-2a reporter, luciferase luminescence, overnight; inhibition, % at 18.8 µM; 0.72% of 360,000 active; AID 624352;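 active = inhibition of the luminescence signal of 40% or more relative to plate controls, in a single-dose primary screen at 18.75 µM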
hiPSC survival: hiPSC single-cell survival enhancement; 0.044% of 360,000 active; survival enhancement, % at 20 µM; ATPlite luminescence; 100% = ROCK inhibitor wells, 0% = DMSO; AID 602274; in the data active = survival enhancement above about 18%;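 note: cells exposed to compounds for 16 hours before the ATP read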
TRPM1 prom inh: inhibitors of MITF-driven TRPM1 promoter in melanoma cells; SK-MEL-5 TRPM1 promoter luciferase, 24 h; inhibition, % at 12.5 µM; 0.83% of 330,000 active;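 active = mean inhibition across replicates of 60% or more, whatever share of single replicates reaches that level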; note: values of inactives mirror those of a sister screen read the other way
NR2E3 ag-2: human photoreceptor-specific nuclear receptor agonism; Q9Y5X4; CHO-S Gal4-NCOR/VP16-NR2E3 two-hybrid, luciferase; inhibition of corepressor binding, % at 3.98 µM; 0.35% of 360,000 active; AID 602229;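 active = inhibition above the mean of all tested compounds plus 3 SD, cut at about 70% in these data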;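 note: 0% = DMSO with NR2E3 transfected cells and 100% = cells lacking NR2E3 construct; higher means lower luciferase signal from less NR2E3 corepressor binding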
KKLEB tox: counter-screen for CF NF-kB inhibitors: cytotoxicity. KKLEB CF airway cells viability, ATPlite luminescence, overnight; hits give low values; cells stimulated with P. aeruginosa culture filtrate. activity change (cytotoxicity), % at 5 µM. 0.36% of 360,000 active;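 active = corrected activity change at or below -50% at 5 µM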
Peg3 promoter: Peg3 promoter activity inhibition; HeLa PEG-Prom luciferase reporter, luminescence, overnight; inhibition, % at 20 µM; 1.7% of 360,000 active; AID 588405;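 active = inhibition of at least 50% at 20 µM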
LMP1 NFkB inh: reduces LMP1-driven NF-kappaB luciferase signal | LMP1-induced NF-kappaB luciferase reporter cells, luminescence | inhibition, % at 12.5 µM | 0.69% of 350,000 active | AID 504558; in the data active = inhibition above about 41%;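 note: 0% = neutral control wells and 100% = reference inhibitor control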
An asterisk follows results filed as active; . = no result given. Only part of the results is shown; the hit share may differ from the screen's.

SMILES	C8 TRAIL sens	Shn3 3UTR inh	NR2E3 ag-1	CF NFkB inh	HIF-2a block	hiPSC survival	TRPM1 prom inh	NR2E3 ag-2	KKLEB tox	Peg3 promoter	LMP1 NFkB inh
COC(=O)C(C)C1Sc2ccccc2NC1=O (configuration not stated)	-1	16	0	2	-14	1.1	9	22	-5	6	3
CN1CCc2c(sc(NC(=O)c3cc(Cl)sc3Cl)c2C(N)=O)C1	1	-16	0	-8	-75	-0.4	.	-24	13	-39	.
CCOc1ccc(N(C)S(=O)(=O)c2cc(-c3cc(C)no3)ccc2CC)cc1	42	55	1	8	10	-0.5	8	-10	2	30	14
C=CS(=O)(=O)c1c2cc(OC)ccc2nc2ccc(OC)cc12	4	3	.	-22	-381	-0.8	40	-47	-7	98*	1
COc1cc(NC(=O)c2cc(-c3ccco3)on2)cc(OC)c1OC	21	-14	1	16	-36	0.4	-3	-20	-27	-30	5
Cn1c(=O)c2c(nc(SCCCC#N)n2Cc2ccccc2F)n(C)c1=O	-28	-8	-1	26	-2	-0.9	.	-4	0	5	-7
Cn1nccc1C(=O)N1CCCC(C(=O)c2ccc(C(F)(F)F)cc2)C1 (configuration not stated)	9	7	-3	-7	-5	0.0	10	3	3	9	5
CCN1CCN(c2ccc(S(=O)(=O)N3CCOCC3)cc2NC(=O)c2ccccc2OC(F)F)CC1	3	-7	2	6	14	-0.6	-10	-14	17	3	0
O=C(NNCc1ccccc1)c1ccccn1	16	-47	.	-59	-132	-0.2	-35	-56	3	-161	4
CS(=O)(=O)N(CC(=O)N1CCOCC1)Cc1ccc(Cl)cc1	-2	-2	0	-2	15	-2.5	10	-8	11	14	-9
CCOC(=O)N1CCN(C(=S)NC2CCCC2)CC1	4	7	-1	-11	10	-0.5	7	16	6	-3	10
COc1ccc(-n2ncc3c(N(C)C4CCCCC4)ncnc32)cc1	85*	64	9	11	70*	-6.2	59	79*	-79*	71*	52*
O=C(Cc1ccc(Cl)cc1)Nc1ccccc1C(=O)N1CCCCC1	3	5	2	21	4	0.3	1	-8	-5	12	-6
Cc1cc(C)cc(OCCNC(=O)C2CCN(S(=O)(=O)c3ccccc3)CC2)c1	-5	3	3	-19	6	0.6	8	16	-3	3	-1
CCc1nc(N2CCN(C(=O)c3ccccc3)CC2)c(C#N)c2c1COC(C)(C)C2	-4	17	1	-4	15	10	6	-19	7	18	2
CN1CCN(S(=O)(=O)c2cc(Cl)c(Cl)cc2Cl)CC1	-10	-39	2	-1	20	-0.5	-8	5	5	20	-188
Cc1ccc(-c2c(C(=O)O)c(C(=O)O)c3n2CCC3)cc1	-1	-7	1	6	24	4.9	22	-4	-6	2	7
COc1ccccc1OC(C)c1nnc(SCC(=O)Nc2c(C)n(C)n(-c3ccccc3)c2=O)n1-c1ccccc1 (configuration not stated)	-8	-8	-1	9	30	-1.0	7	3	4	4	-5
CC(C)(C)OC(=O)N1CCC(c2c(C(=O)N3CCN(C4CCCCC4)CC3)cnn2-c2ccc(F)cc2)CC1	3	-12	0	5	-3	0.0	-6	-25	6	5	3
CNC(=O)CS(=O)(=O)CC(=O)Nc1cc(OC(C)C)c(Cl)cc1Cl	-2	-6	0	-20	13	0.3	3	-14	-4	13	3
COc1ccc(NC(=O)N/C=C/c2ccco2)cc1	5	1	2	1	5	-0.3	6	4	2	-9	-4
CC(C)(C)c1ccc(NC(=O)Cn2cnc3cc([N+](=O)[O-])ccc3c2=O)cc1	-11	8	1	12	19	1.2	-2	-13	-2	18	-2
COc1cc2c(cc1OC)CN(C(=O)Cc1ccc(OC)c(S(=O)(=O)N3CCOCC3)c1)CC2	19	4	-3	-13	8	0.2	-5	-12	4	15	1
CCN(CC)S(=O)(=O)c1cccc(NC(=O)CSc2nc3ccccc3[nH]2)c1	-8	56	8	5	8	-1.7	7	10	-6	15	5
COc1ccc(CCNC(=O)C2CCCN(S(=O)(=O)c3ccc(F)cc3)C2)cc1 (configuration not stated)	10	24	3	3	17	3.6	-14	-18	1	24	-2

Among those listed so far, two contain a tert-butyl group.
SMILES	C8 TRAIL sens	Shn3 3UTR inh	NR2E3 ag-1	CF NFkB inh	HIF-2a block	hiPSC survival	TRPM1 prom inh	NR2E3 ag-2	KKLEB tox	Peg3 promoter	LMP1 NFkB inh
CC(C)(C)OC(=O)N1CCC(c2c(C(=O)N3CCN(C4CCCCC4)CC3)cnn2-c2ccc(F)cc2)CC1	3	-12	0	5	-3	0.0	-6	-25	6	5	3
CC(C)(C)c1ccc(NC(=O)Cn2cnc3cc([N+](=O)[O-])ccc3c2=O)cc1	-11	8	1	12	19	1.2	-2	-13	-2	18	-2

Records listed so far shown as hits in LMP1 NFkB inh:
structure	Shn3 3UTR inh	NR2E3 ag-1	CF NFkB inh	HIF-2a block	TRPM1 prom inh	NR2E3 ag-2	Peg3 promoter	LMP1 NFkB inh
COc1ccc(-n2ncc3c(N(C)C4CCCCC4)ncnc32)cc1	64	9	11	70*	59	79*	71*	52*

Further results follow.
SMILES	C8 TRAIL sens	Shn3 3UTR inh	NR2E3 ag-1	CF NFkB inh	HIF-2a block	hiPSC survival	TRPM1 prom inh	NR2E3 ag-2	KKLEB tox	Peg3 promoter	LMP1 NFkB inh
COc1cccc(-c2n[nH]c(=S)n2Cc2ccco2)c1OC	4	-44	-4	3	12	-0.8	-5	-4	13	15	-12
CNc1nc(N)c([N+](=O)[O-])c(Nc2ccccc2OC)n1	-51	-6	-1	-3	5	-0.3	20	-17	0	35	6
Cc1ccc(S(=O)(=O)N2CCOCC2)cc1C(=O)Nc1ccccn1	13	-4	2	10	7	0.6	19	-1	3	9	-2
O=C(Cn1c(C(=O)NCc2ccco2)cc2sccc21)c1ccccc1	11	7	0	-36	19	0.0	-2	15	5	29	-5
Cc1noc(C)c1NC(=O)Nc1ccc2c(c1)C(=O)N([C@H](C)CO)C[C@H](C)[C@@H](CN(C)S(C)(=O)=O)O2	4	-5	.	2	6	2.0	4	-6	-2	-8	-2
Cc1cc(NC(=O)CSc2nc3sc(C)c(C)c3c(=O)n2C2CCCC2)no1	-1	42	-2	36	9	3.2	-1	12	-59*	20	2
O=C(CCn1nnc2ccccc21)N1CCC(O)(c2cccc(F)c2)CC1	-4	13	-1	0	-1	0.4	6	3	-3	1	-1
O=C(OCCN1CCCCC1)c1ccccc1Br	-9	25	-2	11	13	-0.4	-3	7	0	13	3
O=C(Cc1cccs1)Nc1ccc(F)cc1	15	6	1	3	-26	0.3	-1	3	9	-18	-5
Cc1ccc(-c2csc3ncnc(NCCC(=O)O)c23)cc1	-8	3	1	6	21	-0.8	11	15	5	24	-13
CC(=O)N1CCc2cc(N=NC3=C(O)CC(C)(C)CC3=O)ccc21	-2	-71	-1	-10	-203	-0.4	-44	-8	6	-150	10
Cc1cccc(NC(=O)CC2(CC(=O)O)CCCC2)c1	2	10	3	-10	9	0.0	.	-22	5	25	3
Cc1cc(C)nc(CCNC(=O)CC2C(=O)NCCN2Cc2ccccc2)n1 (configuration not stated)	-2	-8	-3	2	6	-0.5	-10	4	-4	-6	-7
CC1=C(C(=O)OCc2ccccc2)C(c2ccccc2OS(=O)(=O)c2ccc([N+](=O)[O-])cc2)NC(=O)N1CCCC(=O)O (configuration not stated)	-16	-26	-2	-6	3	-0.4	-4	11	16	-9	-5
C=CCn1c(SCC(=O)Nc2ccc3c(c2)OCO3)nnc1-c1ccccc1O	23	24	-1	-7	12	-0.8	0	5	10	2	-2
C=CCN1C(=O)CN=C1Nc1ccccc1	10	-14	4	2	10	3.2	-1	-17	-1	15	-1
Cn1c(=O)c2c(-c3ccccc3)n(N3CCOCC3)cc2n(C)c1=O	-6	6	0	14	29	-2.0	10	8	2	26	5
O=C(OC1CCN(c2ccc([N+](=O)[O-])cc2)CC1)c1ccccc1	0	5	-1	3	9	3.8	-6	-8	4	3	-7
O=C(NNC(=O)c1cccs1)c1ccc(Cl)c(Cl)c1	1	-6	2	-13	-73	2.2	-10	-21	-6	-67	0
CCn1cc(C(=O)NCc2ccncc2)c(=O)c2cc(F)c(N3CCN(C(=O)c4ccco4)CC3)cc21	2	15	2	0	24	-0.6	.	-31	5	20	.
COC(=O)c1[nH]c2ccccc2c1NC(=O)/C=C/c1ccc2c(c1)OCO2	-7	4	-1	3	-37	0.7	7	-4	-3	-57	2
CCC1(C)Cc2c(sc3nc(NC)n(C)c(=O)c23)CO1 (configuration not stated)	-12	3	1	21	-28	0.6	-27	-37	-16	-50	-3
Cc1ccc(C)c(N(CC(=O)Nc2cc(Cl)ccc2Oc2ccccc2)S(C)(=O)=O)c1	6	10	0	21	21	1.8	0	4	-22	27	-20
Cc1ccc(NC(=O)CN2CCN(C)CC2)cc1Br	6	-4	.	6	9	0.2	-7	-2	-7	15	1
O=C(/C=C/c1ccc(Cl)cc1)N(Cc1ccccc1)c1ccccn1	-3	6	1	-17	-4	-2.5	-14	-5	2	10	10

Fetched one by one from the list above, four records:
SMILES	C8 TRAIL sens	Shn3 3UTR inh	NR2E3 ag-1	CF NFkB inh	HIF-2a block	hiPSC survival	TRPM1 prom inh	NR2E3 ag-2	KKLEB tox	Peg3 promoter	LMP1 NFkB inh
Cc1ccc(NC(=O)CN2CCN(C)CC2)cc1Br	6	-4	.	6	9	0.2	-7	-2	-7	15	1
CCC1(C)Cc2c(sc3nc(NC)n(C)c(=O)c23)CO1 (configuration not stated)	-12	3	1	21	-28	0.6	-27	-37	-16	-50	-3
O=C(NNC(=O)c1cccs1)c1ccc(Cl)c(Cl)c1	1	-6	2	-13	-73	2.2	-10	-21	-6	-67	0
COc1cccc(-c2n[nH]c(=S)n2Cc2ccco2)c1OC	4	-44	-4	3	12	-0.8	-5	-4	13	15	-12
